# Bioassay records from PubChem.
# KOR beta-arrestin-1: KOR antagonists, beta-arrestin recruitment, cell-based, luminescence, uHTS (AID 1778). Kappa-type opioid receptor (Homo sapiens). KOR beta-arrestin recruitment, luminescence, antagonist mode; higher % means a stronger effect. one-dose inhibition, % at 10 µM; IC50 in µM for titrated hits. 290,000 compounds, 0.091% hits; in the data active = inhibition above about 50%; note: strong numbers were not always called active
# GPR55 beta-arrestin: GPR55 agonists via beta-arrestin recruitment, primary screen, imaging, U2OS cells, beta-arrestin-GFP redistribution (AID 1961) | G-protein coupled receptor 55 (Homo sapiens) | U2OS GPR55 beta-arrestin-GFP redistribution imaging; higher % means a stronger effect | one-dose activation, % at 10 µM; EC50 in µM for titrated hits | 290,000 compounds, 0.048% hits;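 active = activation above 40% with more than 50 cells counted in the well; inconclusive = wells holding fewer than 50 cells, flagged as toxic or sparse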;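 note: U2OS osteosarcoma cells stably expressing GPR55 and beta-arrestin-GFP; plate controls were DMSO negative control for no effect and LPI positive control for full effect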
# KOR beta-arrestin-2: KOR agonists, beta-arrestin recruitment, primary screen, cell-based, luminescence, uHTS (AID 1777) | Kappa-type opioid receptor (Homo sapiens) | KOR beta-arrestin recruitment, luminescence; higher % means a stronger effect | one-dose activation, % at 10 µM; EC50 in µM for titrated hits | 280,000 compounds, 0.02% hits; in the data active = activation above about 50%, passing the limit was not always enough; note: a part of the inactive calls stands beside numbers as strong as those of hits
# AID2073: inhibitors of Mint1-CaV2.2 protein interaction, biochemical, HTRF (AID 2073); HTRF protein-protein interaction, Mint1-CaV2.2; higher % means a stronger effect; 290,000 compounds, 0.19% hits; inhibition, % at 20 µM; hits with a dose series show IC50 in µM; in the data active = inhibition mostly above about 51%, no sharp cut-off; inconclusive = no clear call, values can overlap the other calls; inactive = mostly below about 53%; note: some results filed as inactive read as strong as hits
# GPR35 arrestin U2OS: GPR35 antagonists blocking zaprinast-driven arrestin recruitment, primary screen, imaging, U2OS, beta-arrestin-GFP, zaprinast agonist (AID 2058). G-protein coupled receptor 35 (Homo sapiens). U2OS GPR35 beta-arrestin-GFP translocation imaging, zaprinast antagonism; higher % means a stronger effect. inhibition, % at 10 µM; hits with a dose series show IC50 in µM. 290,000 compounds, 0.052% hits;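 active = inhibition of at least 50% with at least 30 cells and total cytoplasm GFP at most 10,000,000; inconclusive = under 30 cells or total GFP of 10,000,000 plus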
# Siah-1 displacement: Siah-1 peptide-binding antagonists, primary screen, biochemical, fluorescence polarization, rhodamine-plectin, uHTS (AID 1817); E3 ubiquitin-protein ligase SIAH1 (Homo sapiens); Siah-1 / rhodamine-plectin peptide fluorescence polarization; higher % means a stronger effect; displacement, % at 20 µM, or IC50 in µM where a hit was titrated; 290,000 compounds, 0.02% hits;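 active = displacement of at least 50% at 20 µM, with a fluorescence ratio check between 0.3 and a set limit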;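 note: plate controls were Siah plus tracer with DMSO for no effect and tracer alone without Siah for full effect; strong numbers were not always called active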
# GPR55 LPI antagonism: GPR55 antagonists blocking LPI-driven arrestin recruitment, primary screen, imaging, U2OS, beta-arrestin-GFP, LPI agonist (AID 2013) | one-dose inhibition, % at 10 µM; IC50 in µM for titrated hits | U2OS GPR55 beta-arrestin-GFP translocation imaging, LPI antagonism; higher % means a stronger effect | 290,000 compounds, 0.13% hits;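 active = spots per cell inhibited over 60%, with over 100 cells counted and total cytoplasm intensity under 500,000; inconclusive = wells with under 100 cells, flagged as likely toxic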;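 note: U2OS cells stably carrying GPR55 and arrestin-GFP stimulated by 5 µM LPI near EC80; imaged beta-arrestin-GFP aggregate spots per cell after agonist stimulation; plate controls were LPI-stimulated DMSO wells for no effect and DMSO wells without LPI for full effect; some results filed as inactive read as strong as hits; confirmed hits need IC50 under 10 µM and bright autofluorescent wells are also inconclusive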
# NOD1 inhibition: NOD1 signaling inhibitors, primary screen, cell-based, luminescence, uHTS (AID 1578); inhibition, % at 4 µM; hits with a dose series show EC50 in µM; NOD1-driven NF-kB luciferase reporter cells, luminescence; higher % means a stronger effect; 290,000 compounds, 1% hits; in the data active = inhibition mostly above about 36%, no sharp cut-off; inactive = mostly below about 34%;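 note: HEK-293T reporter cells stimulated with the NOD1 agonist gamma-tri-DAP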
# HIV fusion peptide: inhibitors of HIV fusion peptide binding, primary screen, biochemical, uHTS, fluorescence dequenching (AID 1986) | cell-free peptide binding, fluorescence dequenching, 30 min; higher % means a stronger effect | inhibition, % at 20 µM; hits with a dose series show IC50 in µM | 290,000 compounds, 0.3% hits; in the data active = inhibition mostly above about 52%, no sharp cut-off; inactive = mostly below about 76%; note: some results filed as inactive read as strong as hits
# Numbers without * were called inactive; ? = inconclusive; · = not tested or not shown; [ ] = dose if it differs, or a comment.
1	Cn1c(NN)nc2sc3c(c2c1=O)CC(C)(C)OC3
2	CCOc1cccc(/C=N/NC(=S)Nc2ccccc2[N+](=O)[O-])c1O
3	CCOC(=O)c1c(NC(=O)CSc2nnc(-c3ccncc3)n2Cc2ccco2)sc(C)c1C
4	COc1ccc(NS(=O)(=O)c2cccs2)cn1
5	CCCCSc1nc(O)c(C2OC(=O)c3c2ccc(OC)c3OC)c(=O)n1C (configuration not stated)
6	COc1ccc(CNC(=O)CCn2c(=O)oc3ccccc32)cc1
7	O=[N+]([O-])c1cc([N+](=O)[O-])c(Oc2c(F)cc(F)cc2F)cc1NN1CCCCC1
8	O=C(/C=C/c1ccccc1)N/C(=C/c1ccccc1)C(=O)N1CCOCC1
Compound	1	2	3	4	5	6	7	8
KOR beta-arrestin-1	-17%	60%[20 µM]	4%	-28%	16%	-28%	-54%[20 µM]	17%
GPR55 beta-arrestin	0.0%	0.2%	-0.1%	0.5%	-0.4%	-0.1%	-0.1%	0.3%
KOR beta-arrestin-2	5.4%	-11%	2.0%	0.1%	-4.2%	3.9%	-2.1%	-2.3%
AID2073	-2%	32%	-7%	2%	7%	?	-2%	18%
GPR35 arrestin U2OS	-6%	-1%	-11%	9%	-12%	10%	-13%	-13%
Siah-1 displacement	-1%	-5%	-1%	6%	12%	-1%	-1%	9%
GPR55 LPI antagonism	9%	-7%	5%	6%	12%	2%	4%	3%
NOD1 inhibition	16%	34%	-20%	-49%	1%	-11%	8%	-23%
HIV fusion peptide	-1.8%	-1.8%	-0.5%	-0.8%	0.9%	3.2%	-1.0%	-1.2%

9	Cc1ccc(C(=O)NNc2ncnc3ccccc23)cc1
10	COCCNC(=O)/C(C#N)=C/c1c(N2CCN(c3ccc(OC)cc3)CC2)nc2c(C)cccn2c1=O
11	COc1ccc(CNC(=O)CCS(=O)(=O)c2ccc3c(c2)oc(=O)n3C)cc1
12	Cc1ccc(NC(=O)CCn2nc(C)cc2C)cc1
13	Cn1nnnc1SCC(=O)N1CCCc2ccccc21
14	COCCNC(=O)Cc1c(C)c2c(cc(C)c3c(C)coc32)oc1=O
15	CC(C)N(Cc1nc(-c2ccc(Cl)cc2)no1)C(=O)C12CC3CC(CC(C3)C1)C2
16	O=C(Nc1cccc(Cl)c1)Nc1cc(S(=O)(=O)N2CCCCC2)ccc1Cl
Compound	9	10	11	12	13	14	15	16
KOR beta-arrestin-1	8%	-7%	-34%	2%	-20%	-3%	-14%	-16%
GPR55 beta-arrestin	-0.2%	-0.1%	0.3%	0.2%	-0.1%	-0.1%	-0.1%	-0.2%
KOR beta-arrestin-2	0.7%	-1.6%	4.6%	-3.4%	0.2%	-4.1%	4.5%	1.0%
AID2073	8%	15%	15%	5%	-2%	31%	-4%	7%
GPR35 arrestin U2OS	11%	3%	28%	1%	-3%	-17%	3%	-2%
Siah-1 displacement	-2%	-2%	13%	1%	20%	8%	1%	-2%
GPR55 LPI antagonism	-7%	-1%	23%	1%	0%	7%	18%	10%
NOD1 inhibition	2%	2%	-8%	-10%	-24%	-3%	·	32%
HIV fusion peptide	-2.9%	-0.8%	1.4%	3.0%	2.5%	1.1%	3.4%	2.8%

17	COc1ccc(CN2CCC(C(=O)c3ccc(F)cc3)CC2)cc1
18	Cc1cc(C(=O)COC(=O)c2ccc(O)cc2)c(C)n1-c1ccccc1F
19	O=c1cc(CCl)[nH]c2nc3ccccc3n12
20	O=C(CC1CCCCC1)Nc1ccc(-c2ccc3nncn3n2)cc1
21	CCCCc1nc2cc(C(=O)N(C)C(C)c3ccccn3)ccc2o1 (configuration not stated)
22	Cc1ccccc1-c1nnc(SCC(=O)NC2CCCCC2)o1
23	Cc1ccc(-c2ccnc3[nH]n(-c4ccccc4)c(=O)c23)cc1
24	CC(C)CCNC(=O)C(c1ccncc1)N(CC1CCCO1)C(=O)Cn1nnc(-c2ccc(F)cc2)n1 (configuration not stated)
Compound	17	18	19	20	21	22	23	24
KOR beta-arrestin-1	-42%[20 µM]	-52%	-6%	-10%	-4%	34%	-16%	-11%[20 µM]
GPR55 beta-arrestin	1.1%	-0.1%	-0.6%	-0.2%	-0.2%	0.3%	0.7%	0.0%
KOR beta-arrestin-2	-3.3%	-2.5%	0.7%	-7.8%	0.5%	2.5%	4.4%	·
AID2073	-3%	3%	22%	15%	17%	16%	-4%	4%
GPR35 arrestin U2OS	9%	-14%	9%	8%	-3%	-4%	-2%	20%
Siah-1 displacement	8%	2%	2%	9%	-2%	4%	-5%	-3%
GPR55 LPI antagonism	-19%	-3%	-5%	4%	14%	1%	92%	3%
NOD1 inhibition	-20%	-23%	-10%	-26%	-31%	-46%	-38%	-17%
HIV fusion peptide	1.9%	0.8%	0.6%	2.3%	-0.5%	2.6%	4.0%	1.3%

25	Cc1nn(CC(=O)Nc2ccc(C(=O)N3CCCCC3)cc2)c(=O)c2ccccc12
26	COc1ccccc1C1=NC(c2ccccc2)CN1c1ccccc1 (configuration not stated)
27	O=C(NC(CO)Cc1ccc([N+](=O)[O-])cc1)C(Cl)Cl (configuration not stated)
28	CCOC(=O)c1c(C)[nH]c(C(=O)OCC(=O)N2CCN(S(=O)(=O)c3ccccc3)CC2)c1C
29	O=S(=O)(Nc1nc2ccc(Cl)cc2s1)c1cccs1
30	COc1cc(C2C(C(=O)Nc3ccc(F)cc3)=C(C)Nc3nc(CCCO)nn32)cc(OC)c1OC (configuration not stated)
31	CCOc1ccc(N2C(=O)/C(=C/c3cccs3)N(CC(=O)OC)C2=S)cc1
32	COc1ccc(CNC(=O)COc2ccc(Br)c(C)c2)cc1
Compound	25	26	27	28	29	30	31	32
KOR beta-arrestin-1	2%	-21%	-24%	-14%	-52%	-33%	-12%	-15%
GPR55 beta-arrestin	-0.2%	0.2%	0.2%	0.3%	-0.1%	-0.1%	-0.1%	-0.1%
KOR beta-arrestin-2	-1.5%	-1.5%	-3.1%	-7.9%	2.1%	2.1%	-1.8%	-1.8%
AID2073	-2%	30%	-1%	-4%	1%	-2%	-3%	7%
GPR35 arrestin U2OS	-10%	-6%	1%	9%	2%	8%	10%	4%
Siah-1 displacement	3%	-5%	0%	1%	-3%	-3%	0%	-1%
GPR55 LPI antagonism	0%	46%	12%	24%	11%	1%	-2%	4%
NOD1 inhibition	-27%	3%	4%	·	-22%	-19%	6%	-4%
HIV fusion peptide	2.0%	1.6%	-1.8%	1.7%	24%	0.4%	-1.0%	0.6%

# Full records as entered above. Order of screens: KOR beta-arrestin-1, GPR55 beta-arrestin, KOR beta-arrestin-2, AID2073, GPR35 arrestin U2OS, Siah-1 displacement, GPR55 LPI antagonism, NOD1 inhibition, HIV fusion peptide
# COc1cc(C2C(C(=O)Nc3ccc(F)cc3)=C(C)Nc3nc(CCCO)nn32)cc(OC)c1OC (configuration not stated) reads -33%, -0.1%, 2.1%, -2%, 8%, -3%, 1%, -19%, 0.4%
# Cc1nn(CC(=O)Nc2ccc(C(=O)N3CCCCC3)cc2)c(=O)c2ccccc12 reads 2%, -0.2%, -1.5%, -2%, -10%, 3%, 0%, -27%, 2.0%

# New compounds follow:
33	CC12C(=O)N(Cc3ccccc3)C(=O)C1C1C=CC2C1 (configuration not stated)
34	CNC(=O)c1ccc(N(Cc2ccccc2)S(C)(=O)=O)cc1
35	CCCCNc1ccc2nsnc2c1[N+](=O)[O-]
36	Cc1c(C)c(C)c(S(=O)(=O)NCCc2ccncc2)c(C)c1C
37	COc1cccc(-c2nc(N3CCN(C)CC3)c3ccccc3n2)c1O
38	CN(c1ncnc(N)c1[N+](=O)[O-])C1CCCCC1
39	COc1ccc(C(=O)Nc2ccc(S(=O)(=O)N3CCCC3)cc2)cc1[N+](=O)[O-]
40	CCn1c(COc2ccccc2C(N)=O)nc2ccccc21
Compound	33	34	35	36	37	38	39	40
KOR beta-arrestin-1	16%	25%	21%	-24%	19%	-12%	-5%	-2%
GPR55 beta-arrestin	0.2%	-0.4%	-0.1%	-0.1%	-0.2%	-0.2%	0.3%	0.5%
KOR beta-arrestin-2	-1.4%	-2.2%	3.1%	5.2%	-4.9%	1.0%	0.7%	-0.5%
AID2073	2%	6%	-5%	-5%	-9%	9%	3%	-1%
GPR35 arrestin U2OS	-15%	-16%	-13%	1%	-6%	-11%	2%	-8%
Siah-1 displacement	1%	3%	1%	1%	-3%	2%	6%	9%
GPR55 LPI antagonism	3%	-1%	-8%	-3%	-10%	-8%	3%	-5%
NOD1 inhibition	-2%	-17%	-19%	1%	-6%	80%*	-12%	-26%
HIV fusion peptide	5.6%	-0.5%	0.6%	-0.2%	-2.3%	0.7%	0.7%	2.7%

41	COc1ccc(CCN2CC(C(=O)NCc3ccc(F)cc3)CC2=O)cc1OC (configuration not stated)
42	COc1ccc(OC)c(CN(CCN2CCOCC2)C(=O)Nc2ccccc2)c1
43	COC(=O)c1cccc(Oc2cccc(C(F)(F)F)c2)n1
44	O=C(O)Cc1cn(Cc2cccc(Cl)c2)c2ccccc12
45	CCCC(=O)Nc1ccc(Cc2ccc(NC(=O)CCC)c(C(=O)O)c2)cc1C(=O)O
46	COc1cccc(/C=C2\SC(=S)N(CCC(=O)NCCc3ccc(O)cc3)C2=O)c1
47	CC(=NCCc1c(C)[nH]c2ccc(OCc3ccccc3)cc12)C1=C(O)CC(c2ccccc2)CC1=O (configuration not stated)
48	Clc1cccc(NCc2ccccc2)n1
49	CN(C)S(=O)(=O)c1ccc(C(=O)NCC(=O)Nc2ccc(F)c(F)c2)cc1
50	CCCCSc1nnc(-c2ccc(C)cc2)c2ccccc12
Compound	41	42	43	44	45	46	47	48	49	50
KOR beta-arrestin-1	34%	4%	-16%	-12%	-31%[20 µM]	-16%	-9%	2%	-4%	33%
GPR55 beta-arrestin	0.3%	-0.4%	-0.2%	-0.4%	-0.1%	0.1%	-0.4%	0.0%	0.0%	-0.3%
KOR beta-arrestin-2	-2.4%	-2.3%	3.0%	-2.0%	-4.4%	-2.0%	-6.6%	-6.6%	-2.8%	-4.1%
AID2073	15%	1%	1%	10%	8%	8%	8%	-2%	6%	-14%
GPR35 arrestin U2OS	-10%	-16%	10%	0%	-21%	-18%	1%	10%	-5%	·
Siah-1 displacement	22%	2%	2%	10%	12%	0%	4%	8%	6%	-2%
GPR55 LPI antagonism	6%	-16%	4%	3%	7%	-1%	15%	-6%	-9%	3%
NOD1 inhibition	-6%	-15%	-20%	-18%	-16%	34%	-14%	-30%	-8%	41%
HIV fusion peptide	0.2%	-1.6%	-0.2%	3.5%	7.2%	-3.0%	0.4%	1.8%	-0.4%	0.8%

# Some of the compounds tested; the hit share may differ from the screen's.
